High-throughput results from PubChem BioAssay.
TAAR1 antag – human TAAR1 antagonism | Q96RJ0 | CHO RD-HGA16 TAAR1, Fluo-8 calcium fluorescence, antagonist | inhibition, % at 3 µM | actives 1.5% (n = 360,000);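 active = inhibition above a per-plate cutoff, the mean inhibition of test compounds on that plate plus 3 SD, cut at about 49% in these data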;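 note: 0% = DMSO plus EC80 beta-PEA response and 100% = DMSO alone without agonist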
Target sequence (Q96RJ0 whole entry, looked up): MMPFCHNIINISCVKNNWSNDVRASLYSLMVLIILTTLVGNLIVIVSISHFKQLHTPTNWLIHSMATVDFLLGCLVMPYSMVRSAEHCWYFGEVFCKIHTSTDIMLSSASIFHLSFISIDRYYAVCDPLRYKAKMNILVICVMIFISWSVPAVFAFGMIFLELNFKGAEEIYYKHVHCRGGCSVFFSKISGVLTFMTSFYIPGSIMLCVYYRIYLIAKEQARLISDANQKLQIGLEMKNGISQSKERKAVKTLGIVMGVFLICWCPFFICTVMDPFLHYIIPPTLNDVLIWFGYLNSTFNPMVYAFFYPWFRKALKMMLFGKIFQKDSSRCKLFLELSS
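System: RD-HGA16 CHO cells with stable hTAAR1 and Gα16 | Probe or stimulus: EC80 β-phenethylamine stimulus | Dosing: 3 µM, single point | Times: Dye loading 75 min at 37 °C, then 30 min room temperature | Measured by: Fluo-8 calcium-sensitive fluorescence | Read-out basis: % inhibition of agonist calcium response | Replicates: n of 1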
M1 ag parental – nonselective activator or artifact in parental CHO-K1 cells; Fluo-8 calcium fluorescence; scaled to maximal ATP response, vehicle zero; activation, % at 3 µM; actives 0.48% (n = 360,000); in the data active = activation above about 15%;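 note: untransfected CHO-K1 host cells lacking M1 receptor as counterscreen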
M1 antag – human CHRM1 antagonism; inhibition, % at 3 µM; actives 1.3% (n = 360,000); P11229; CHO-K1 hM1, Fluo-8 calcium fluorescence, ACh EC80 antagonist;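 active = percent inhibition above its own plate's cutoff, namely the mean of that plate's compound wells plus 3 SD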;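 note: peak over basal fluorescence ratio during 140 s after agonist addition; 0% = ACh EC80 plus DMSO and 100% = DMSO alone without agonist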
Target sequence (P11229 whole entry, looked up): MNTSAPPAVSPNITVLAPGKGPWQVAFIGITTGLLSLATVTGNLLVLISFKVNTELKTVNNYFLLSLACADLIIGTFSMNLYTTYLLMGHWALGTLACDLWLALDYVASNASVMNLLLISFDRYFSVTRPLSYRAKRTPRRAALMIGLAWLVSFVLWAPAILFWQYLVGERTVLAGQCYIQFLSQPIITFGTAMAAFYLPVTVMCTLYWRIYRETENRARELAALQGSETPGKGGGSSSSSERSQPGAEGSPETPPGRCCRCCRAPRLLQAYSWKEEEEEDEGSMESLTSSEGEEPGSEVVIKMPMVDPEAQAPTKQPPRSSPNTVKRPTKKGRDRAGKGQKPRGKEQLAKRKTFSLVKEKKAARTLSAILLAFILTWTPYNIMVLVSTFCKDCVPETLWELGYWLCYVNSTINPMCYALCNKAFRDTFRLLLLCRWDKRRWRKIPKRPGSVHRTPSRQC
M1 PAM parental – counter-screen for M1 PAMs: effect in parental CHO-K1 cells; ATP EC20, Fluo-8 calcium fluorescence; 0% at ATP EC20, 100% at ATP max; activation, % at 3 µM; actives 0.02% (n = 360,000); AID 602247;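 active = activation above the run cutoff, the mean activation of all test compounds plus 3 SD, cut at about 40% in these data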;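 note: peak over basal fluorescence ratio in a 140 s read after ATP addition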
CHO parental Ca – counter-screen for OX1R antagonists: effect in parental CHO cells | AID 463079 | actives 0.63% (n = 330,000) | parental CHO-K1, ATP-induced calcium, Fluo-8 fluorescence | inhibition, % at 5.6 µM;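 active = inhibition above that plate's mean sample inhibition plus 3 SD, cut at about 26% in these data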;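 note: 0% = ATP-challenged DMSO wells and 100% = DMSO wells without ATP; some compounds past the cut are filed as inactive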
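Assay system: parental CHO cells; Read-out basis: percent inhibition of ATP-evoked calcium rise, normalized to controls; Benchmarks: ATP and no-ATP DMSO wells; Compound dosing: single nominal dose of 5.6 µM per compound; Signal: Fluo-8 calcium dye fluorescence; Also added: ATP as calcium-mobilizing challenge; Repeats: singlicate.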
M1 ag – agonists of human M1 muscarinic receptor | P11229 | CHO-K1 hM1, Fluo-8 calcium fluorescence, agonist mode; 0% DMSO, 100% acetylcholine EC100 | activation, % at 3 µM | actives 0.33% (n = 360,000);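 active = activation above the run's mean compound activation plus 3 SD, cut at about 16% in these data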;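 note: peak over basal fluorescence ratio within a 140 s kinetic read after compound addition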
CHO-K1 Ca antag – M1 antagonist counterscreen hit in parental CHO-K1 cells; actives 0.6% (n = 360,000); ATP-induced calcium, Fluo-8 fluorescence; AID 602250; inhibition, % at 3 µM;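 active = inhibition above a per-plate cutoff, the plate's mean sample inhibition plus 3 SD, cut at about 24% in these data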;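 note: 0% = DMSO plus EC80 ATP and 100% = DMSO alone without ATP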
M1 PAM – positive allosteric modulators of human M1 muscarinic receptor; P11229; actives 0.088% (n = 360,000); CHO-K1 hM1, Fluo-8 calcium fluorescence, ACh EC20; 0% = ACh EC20, 100% = maximal ACh; activation, % at 3 µM; AID 588819; in the data active = activation above about 19%, passing the limit was not always enough
TAAR1 agonist – human TAAR1 agonism. activation, % at 3 µM. AID 624467. CHO RD-HGA16 TAAR1, Fluo-8 calcium fluorescence; vehicle wells 0%, saturating PEA agonist 100%. actives 0.99% (n = 360,000). Q96RJ0;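 active = activation above the mean activation of all test compounds in the run plus 3 SD, cut at about 38% in these data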
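Assay system – CHO-derived RD-HGA16 cells with stable Gα16 and human TAAR1 · Compound dosing – one-point dosing at 3 µM (nominal) · Incubation – 17-24 h seeding, 75 min 37 °C dye, 30 min RT · Measured by – kinetic Fluo-8 calcium fluorescence · Control set – DMSO vehicle as 0%, PEA at EC100 as 100% · Repeats – single well for each compound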
Numbers without * were called inactive; x = not tested or not shown.

SMILES	TAAR1 antag	M1 ag parental	M1 antag	M1 PAM parental	CHO parental Ca	M1 ag	CHO-K1 Ca antag	M1 PAM	TAAR1 agonist
CCN(CC)S(=O)(=O)c1ccc(N2CC(C(=O)N3CCOCC3)CC2=O)cc1 (stereo not drawn)	-8.1	0.2	5.0	2.3	-2.5	-8.7	-8.4	-0.4	4.5
Cc1ccc(S(=O)(=O)N2CCN(C(=O)c3ccccc3-c3nc4ccccc4s3)CC2)c(C)c1	-4.0	0.1	0.6	-11.3	-20.7	3.9	10.2	-2.4	1.1
CCCCC(=O)Nc1ccc(C(N)=O)cc1	7.0	0.2	-2.2	-4.7	3.8	-0.7	-10.0	3.7	6.3
N=c1c(C(=O)NCC2CCCO2)cc2c(=O)n3ccccc3nc2n1C1CCCC1 (stereo not drawn)	-9.4	0.9	-15.2	3.0	-29.0	-12.7	-5.1	14.8	0.1
O=C(CSc1nc(=O)n2ccccc2n1)Nc1cccc2ccccc12	-5.0	8.0	3.5	2.5	-3.4	0.2	6.4	2.2	7.6
CN1OC[C@@H]2CN(Cc3ccccc3)[C@H](c3ccc(-n4ccnc4)cc3)C[C@@H]21	-22.8	1.4	-12.6	19.6	x	-9.6	0.3	14.4	3.8
Cc1ccc(Cl)c(OCC(=O)NCc2ccco2)c1	5.4	0.9	-7.1	19.5	-3.0	-6.5	-18.5	6.3	5.1
Cc1cnc(NC(=O)CSc2nnc(-c3ccccc3)n2Cc2ccccc2)s1	9.2	0.8	16.1	-6.0	-19.1	-2.8	20.4	-9.4	8.5
Cc1cc(=O)oc2c(C)c(OCC(=O)NCCCn3ccnc3)ccc12	-10.9	-0.1	-15.7	-2.6	-5.1	-4.0	6.7	13.1	5.4
COc1cc(CNc2nc3ccccc3s2)cc(OC)c1OC	-8.8	4.8	-11.9	5.5	-19.1	1.0	-2.1	7.1	1.3
CCOc1cc(C(=O)Nc2ccc([N+](=O)[O-])cn2)cc(OCC)c1OCC	9.7	-0.2	-14.6	-0.8	0.9	-1.6	0.5	13.2	-1.6
CCC(C)NC(=O)COC(=O)c1cc([N+](=O)[O-])ccc1Sc1nc(C)cs1 (stereo not drawn)	16.7	1.2	14.8	-5.5	-15.0	-2.6	9.9	-6.3	-1.6
Cc1snc2sc(C(=O)c3ccc(F)cc3)c(N)c12	-8.0	-0.1	-2.2	4.4	-9.6	-2.0	-5.7	6.5	1.2
Cc1ccc(S(=O)(=O)Nc2nc3ccccc3nc2Nc2cccc(S(=O)(=O)N3CCCC3)c2)cc1	9.0	0.2	-6.9	-7.9	-9.7	-1.4	-3.1	3.5	0.1
CCCCOc1ccc(/C=C/C(=O)NCCc2nc3ccccc3[nH]2)cc1	16.5	3.3	6.2	6.2	-8.2	-5.9	-21.7	-8.8	3.6
O=S(=O)(c1cccs1)N1CCN(CC(O)COc2cc(Cl)ccc2Cl)CC1 (stereo not drawn)	30.7	9.4	23.2*	3.2	69.4*	6.9	23.4	-12.8	16.8
N/C(CCN1CCOCC1)=N/O	3.4	1.6	-7.2	25.9	-4.8	-2.0	-7.7	7.1	3.5
Cc1cc(Br)ccc1NC(=O)c1ccc(-n2cncn2)c([N+](=O)[O-])c1	-3.9	1.8	-3.5	-20.0	-7.7	-4.0	1.1	-2.1	6.1
CCN(CC(=O)NC(C)C)C(=O)c1ccc(S(=O)(=O)N(C)c2ccccc2OC)cc1	11.3	2.6	-19.7	12.6	-0.4	-3.7	-10.1	2.4	4.5
COc1ccc(NC(=O)c2oc3ccccc3c2NC(=O)c2ccco2)cc1	39.7	2.5	18.0	11.9	-19.8	-3.5	-5.2	-5.1	9.3
Cc1cccn2c(=O)nc(SCC(=O)NCc3ccc(F)cc3)nc12	-10.9	1.0	-1.6	2.4	-9.6	-3.2	-2.9	1.9	1.1
CC1=C(C(=O)Nc2ccc([N+](=O)[O-])cc2)C(c2cccc(C(F)(F)F)c2)NC(=S)N1c1ccccc1 (stereo not drawn)	11.8	3.5	9.3	16.4	-11.3	-4.0	2.7	-3.4	16.1
CC(C)(C)S(=O)(=O)c1cnc(-c2cnccn2)nc1N	-13.9	0.6	-7.6	-11.5	2.0	-4.2	0.3	1.7	0.7
CSc1ccc(CN2CCC(CO)(Cc3ccc(Cl)cc3)CC2)cc1	10.3	3.4	55.7*	11.2	-12.7	-2.3	-3.1	-22.9	31.4
COc1ccc(NC(=O)CN2CCCN(S(=O)(=O)c3ccc(F)cc3)CC2)cc1	11.1	0.7	-18.5	-9.2	-12.2	-2.0	8.8	15.6	3.6

Marked active in M1 antag, of those listed so far:
| SMILES | TAAR1 antag | M1 antag |
| --- | --- | --- |
| O=S(=O)(c1cccs1)N1CCN(CC(O)COc2cc(Cl)ccc2Cl)CC1 (stereo not drawn) | 30.7 | 23.2* |
| CSc1ccc(CN2CCC(CO)(Cc3ccc(Cl)cc3)CC2)cc1 | 10.3 | 55.7* |

Later entries
SMILES	TAAR1 antag	M1 ag parental	M1 antag	M1 PAM parental	CHO parental Ca	M1 ag	CHO-K1 Ca antag	M1 PAM	TAAR1 agonist
COc1ccc(/C=C/C(=O)NC(=S)NCCc2ccc(OC)c(OC)c2)cc1	0.8	2.2	6.6	14.0	19.3	-8.2	-12.7	-4.3	0.5
COc1ccc(/C=N/n2cnc3c([nH]c4ccc(C)cc43)c2=O)cc1CN1CCCC1	-26.8	0.3	-16.1	-7.3	-7.5	-3.1	1.7	6.8	1.4
COc1ccc(OCCOC(=O)c2cccs2)cc1	13.7	0.0	-4.7	4.0	-1.8	-3.6	-8.2	2.8	-0.8
CCC(=O)Nc1ccc(C(=O)Nc2c[nH]c(=O)[nH]c2=O)cc1	3.5	0.5	-1.9	15.9	5.1	-3.8	-8.8	3.4	19.0
Cn1ccsc1=NC(=O)c1ccc(S(=O)(=O)C(F)F)cc1	7.4	0.6	-9.8	0.7	-4.5	-3.9	-15.7	8.3	4.7
Cc1ccc(C(=O)NC(=S)Nc2ccccc2C)cc1	-8.5	1.0	8.5	18.0	-27.5	-11.8	-10.8	-0.9	2.3
Fc1cccc(-c2n[nH]c(=S)n2-c2ccccc2)c1	-9.7	0.2	-6.2	8.7	0.5	-2.1	-4.5	6.5	8.6
COc1ccccc1-c1noc2ncnc(Nc3cccc(C)c3C)c12	9.4	-0.7	-4.2	9.1	-27.8	-9.1	-6.1	3.7	5.8
COc1ccc(S(=O)(=O)N(CC(=O)N2CCOCC2)c2ccc(F)cc2)cc1OC	-14.3	0.9	-12.9	-10.6	-3.8	-2.3	7.0	5.9	1.0
CCOC(=O)C1=C(N)N2C(=O)C(C)SC2=C(C(=O)OCC)C1c1ccc(O)cc1 (stereo not drawn)	-15.9	0.2	-9.8	21.9	-5.2	-2.4	-9.1	8.2	9.9
Cc1cc(C(=O)CN2C(=O)NC3(CCC(C)CC3)C2=O)c(C)n1C (stereo not drawn)	-22.4	0.3	1.7	-7.7	-6.0	-5.2	-8.5	2.2	-0.3
CCSc1nnc(NC(=O)[C@H](C)N2C(=O)C3CC=CCC3C2=O)s1 (stereo partly drawn)	8.2	0.9	5.9	12.9	-20.7	-4.4	-14.6	7.5	4.6
COc1ccc(C2N(c3ccccc3)C(=O)C2(F)F)cc1OC (stereo not drawn)	22.6	-0.1	12.4	-12.9	-7.2	8.7	17.6	9.8	-2.0
CCN(CC)S(=O)(=O)c1cc(NC(=O)c2ccccc2OCc2c(C)noc2C)ccc1C	63.6*	1.7	-1.8	18.0	x	-5.6	-9.4	-3.9	2.9
Cc1cc(C(=O)COC(=O)c2cccnc2Cl)c(C)n1CC1CCCO1 (stereo not drawn)	-0.1	7.2	4.6	3.4	4.4	0.6	-12.3	0.9	7.0
COc1cc(CCC(O)CC(=O)CCc2ccccc2)ccc1O (stereo not drawn)	9.2	1.7	-4.0	22.3	-9.2	-5.3	-6.0	4.2	0.3
O=C(NCc1nnc(SCC(=O)N2CCCCCC2)o1)c1ccccc1F	-27.1	10.5	-6.2	-6.7	-6.8	0.5	4.2	7.2	2.8
Cc1ccc(C(=O)N(CN2CCCC2=O)c2ccc(F)cc2)cc1	-3.1	0.1	-4.4	20.8	-5.4	-6.0	-3.4	8.1	6.2
COc1cc(/C=N/NC(=O)CSc2n[nH]c(=O)[nH]c2=O)cc(OC)c1O	15.2	0.5	-3.7	22.0	-6.2	-5.6	-10.0	4.9	5.3
COc1ccc(C)cc1S(=O)(=O)Nc1ccccc1C	-11.6	0.5	-25.6	16.4	0.7	-3.2	-6.7	3.2	9.4
O=C(NCc1ccco1)C(c1ccccc1)N(C(=O)Cc1cccs1)c1ccccc1 (stereo not drawn)	45.8	1.6	2.7	9.7	-28.7	-4.2	-2.1	-7.1	12.4
CCOC(=O)c1cccnc1NC(=O)c1ccccc1	-11.5	-0.7	-8.3	15.6	-0.3	-0.3	1.5	10.4	6.5
COc1cc(CCN=Cc2ccccc2O)c([N+](=O)[O-])cc1OC	x	0.7	1.0	6.8	x	-6.0	-3.4	3.1	x
O=C(Nc1cccc(Cl)c1)c1cnn2cccnc12	12.4	1.0	7.1	-6.3	-5.6	-1.5	-24.5	-9.4	7.8
Cn1c(NNC(=O)c2ccccc2F)cc(=O)n(C)c1=O	-10.6	1.7	-5.7	30.8	-17.3	-2.4	-22.6	5.2	-0.4
Carrying on.
SMILES	TAAR1 antag	M1 ag parental	M1 antag	M1 PAM parental	CHO parental Ca	M1 ag	CHO-K1 Ca antag	M1 PAM	TAAR1 agonist
CCc1nc(SCC(=O)c2ccc(Cl)s2)c2oc3ccccc3c2n1	x	0.3	-7.1	3.4	-26.6	-7.2	-1.8	2.0	x
O=C(NCc1ccccc1OC(F)(F)F)C1CCC(=O)N(C2CC2)C1 (stereo not drawn)	-14.6	1.1	-2.0	3.2	x	-2.1	-8.2	5.5	-0.5
CN(C(=O)c1cnc2n(c1=O)CCS2)C1CCCCC1	5.9	0.9	-15.2	7.3	6.1	3.5	-4.4	21.9	0.0
O=C(c1oc2ccccc2c1N1CCCCC1)N1CCCCC1	11.7	0.9	4.2	23.7	-17.9	-4.1	-8.9	-1.6	21.9
Cc1sc2ncnc(SCC(=O)N3CCCC(C(F)(F)F)C3)c2c1C (stereo not drawn)	-11.4	1.6	-14.8	18.1	-11.2	-2.4	-4.2	10.4	2.6
Cc1c(OCC(=O)NC(Cc2ccc(Cl)cc2)C(=O)O)ccc2c(-c3ccccc3)cc(=O)oc12 (stereo not drawn)	-31.6	-0.3	-7.6	1.1	0.8	0.0	-1.4	5.0	-1.3
